Screening results: PubChem, several laboratories
hiPSC survival: increases survival of single human iPS cells; hiPSC single-cell survival, ATPlite luminescence; 100% = ROCK inhibitor wells, 0% = DMSO; survival enhancement, % at 20 µM; 360,000 tested, 0.044% active; AID 602274; in the data active = survival enhancement above about 18%;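 note: cells exposed to compounds for 16 hours before the ATP read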
PDI inh: inhibitors of human protein disulfide isomerase; P07237; PDI insulin aggregation turbidity, A650, 90 min; inhibition, % at 10 µM; 350,000 tested, 0.052% active; AID 588391;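 active = mean inhibition across replicates of 30% or more, whatever share of single replicates reach that level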;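 note: absorbance from insulin aggregation driven by PDI reduction with DTT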
Target sequence (P07237 whole entry, looked up): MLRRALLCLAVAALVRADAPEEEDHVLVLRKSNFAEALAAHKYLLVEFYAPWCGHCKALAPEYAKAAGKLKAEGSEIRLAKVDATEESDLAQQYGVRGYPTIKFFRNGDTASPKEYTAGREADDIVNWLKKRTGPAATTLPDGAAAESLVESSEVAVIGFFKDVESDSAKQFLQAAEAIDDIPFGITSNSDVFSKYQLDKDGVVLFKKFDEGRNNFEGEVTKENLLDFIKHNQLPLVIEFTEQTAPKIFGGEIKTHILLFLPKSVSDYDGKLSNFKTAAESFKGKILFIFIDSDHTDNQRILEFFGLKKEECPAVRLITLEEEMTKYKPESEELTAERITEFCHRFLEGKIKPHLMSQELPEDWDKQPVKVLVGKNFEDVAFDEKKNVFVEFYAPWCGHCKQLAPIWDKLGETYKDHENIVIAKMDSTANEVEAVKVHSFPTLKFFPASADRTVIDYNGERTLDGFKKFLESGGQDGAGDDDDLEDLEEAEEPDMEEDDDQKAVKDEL
HIF-2a block: blocks HIF-2a reporter activity. 786-0 RCC cells HIF-2a reporter, luciferase luminescence, overnight. inhibition, % at 18.8 µM. 360,000 tested, 0.72% active. AID 624352;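 active = inhibition of the luminescence signal of 40% or more relative to plate controls, in a single-dose primary screen at 18.75 µM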
Vif imaging: HIV Vif inhibition | HEK293T cells, Vif self-association by quenched fluorescence, imaging, 24 h | inhibition, % at 7.49 µM | 340,000 tested, 0.35% active; in the data active = inhibition above about 50%, passing the limit was not always enough; note: some results filed as inactive read as strong as hits
aDG glyco act: increases alpha dystroglycan glycosylation. Pro5-aDG cells, alpha-DG glycosylation AlphaScreen (IIH6); 0% Pro5, 100% B10-LARGE cell signal. activation, % at 10 µM. 360,000 tested, 0.22% active;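 active = activation of at least 8% versus controls, or a plate z-score of at least 8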;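 note: Pro5 are CHO cells carrying HIG-tagged alpha-DG that lacks glycosylation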
NR2E3 ag-1: activates human photoreceptor nuclear receptor NR2E3; AID 2300; 320,000 tested, 0.12% active; GST-NR2E3/biotin-RetCOR TR-FRET, 1536-well; inhibition of corepressor binding, % at 4.78 µM;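 active = percent inhibition above the cutoff of mean plus 3 SD of all tested compounds, set per screening campaign, cut at about 20% in these data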;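 note: 0% = DMSO wells and 100% = biotin wells as full block of FRET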
Target sequence (Q9Y5X4 whole entry, looked up): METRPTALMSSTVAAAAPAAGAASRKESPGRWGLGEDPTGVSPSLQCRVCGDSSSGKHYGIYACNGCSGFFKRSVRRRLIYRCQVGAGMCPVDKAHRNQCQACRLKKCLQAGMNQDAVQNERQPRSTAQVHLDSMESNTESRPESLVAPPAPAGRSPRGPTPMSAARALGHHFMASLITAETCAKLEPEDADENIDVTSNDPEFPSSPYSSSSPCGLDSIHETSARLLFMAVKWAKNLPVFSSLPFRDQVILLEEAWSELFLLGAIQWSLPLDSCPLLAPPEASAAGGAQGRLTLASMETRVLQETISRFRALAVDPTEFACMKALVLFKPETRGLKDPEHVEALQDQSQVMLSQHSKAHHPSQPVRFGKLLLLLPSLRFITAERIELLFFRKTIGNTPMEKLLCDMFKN
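Format: 1536-well format; test system: GST-NR2E3 and biotin-RetCOR proteins; read-out basis: percent inhibition of TR-FRET ratio; timing: 5 h incubation at 4 °C; detection: time-resolved FRET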
CaV13 FRET inh: Disruptors of the CACNA1D IQ motif to Ca2+-dependent inactivation inhibitor domain association, primary screening, Förster resonance energy transfer in intact living …; HEK cells, CFP/YFP FRET ICDI-IQ, plate reader, 10 min; percent FRET-ratio fall versus neutral wells; AID 743397; inhibition, % at 12.3 µM; 340,000 tested, 0.098% active;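 active = mean replicate inhibition of at least 30% and at least 1% of replicates passing that level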;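 note: 0% = median of the neutral control wells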
Peg3 promoter: inhibitors of Peg3 promoter; HeLa PEG-Prom luciferase reporter, luminescence, overnight; inhibition, % at 20 µM; 360,000 tested, 1.7% active; AID 588405;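 active = inhibition of at least 50% at 20 µM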
NR2E3 ag-2: agonists of human NR2E3 nuclear receptor. inhibition of corepressor binding, % at 3.98 µM. CHO-S Gal4-NCOR/VP16-NR2E3 two-hybrid, luciferase. Q9Y5X4. AID 602229. 360,000 tested, 0.35% active;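 active = inhibition above the mean of all tested compounds plus 3 SD, cut at about 70% in these data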;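 note: 0% = DMSO with NR2E3 transfected cells and 100% = cells lacking NR2E3 construct; higher means lower luciferase signal from less NR2E3 corepressor binding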
Exocytosis inh: blocks lytic granule exocytosis; TALL-104 LAMP-1 surface exposure, flow cytometry; cells stimulated with thapsigargin and PMA; inhibition, % at 10 µM; 360,000 tested, 0.66% active; AID 651702;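 active = inhibition above about 55%, limit read from the data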
TRPM1 prom inh: MITF TRPM1 promoter inhibition in SK-MEL-5 cells; SK-MEL-5 TRPM1 promoter luciferase, 24 h; inhibition, % at 12.5 µM; 330,000 tested, 0.83% active; AID 488899;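 active = mean inhibition across replicates of 60% or more, whatever share of single replicates reaches that level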; note: values of inactives mirror those of a sister screen read the other way
An asterisk follows results filed as active. Not a hit list; any-hit rate near 3.5%.

How did Cc1c(NC(=O)COC(=O)c2cc(-c3cccc4ccccc34)nc3ccccc23)c(=O)n(-c2ccccc2)n1C do in these assays?
hiPSC survival: -0.6; PDI inh: -5.1; HIF-2a block: -11.1; Vif imaging: -0.3; aDG glyco act: 0.2; NR2E3 ag-1: -2.1; CaV13 FRET inh: -5.1; Peg3 promoter: -20.8; NR2E3 ag-2: -22.7; Exocytosis inh: -2.6; TRPM1 prom inh: -6.3

How did Cc1ccc(CCNC(=O)CS(=O)Cc2nc(-c3cccc(C)c3)oc2C)cc1 (stereo not given) do in these assays?
hiPSC survival: 0.6; HIF-2a block: 6.2; aDG glyco act: 0.2; NR2E3 ag-1: 3.4; CaV13 FRET inh: -3.1; Peg3 promoter: 0.2; NR2E3 ag-2: 16.3; Exocytosis inh: 6.0; TRPM1 prom inh: 10.7

Results for Cc1ccc2[nH]c(=O)c(CN(Cc3nnnn3C3CCCC3)C3CCCCC3)cc2c1 ?
hiPSC survival: -1.1; PDI inh: 3.5; HIF-2a block: -35.0; Vif imaging: -4.1; aDG glyco act: 0.3; NR2E3 ag-1: 4.9; CaV13 FRET inh: -5.6; Peg3 promoter: -15.7; NR2E3 ag-2: -4.0; Exocytosis inh: -1.8; TRPM1 prom inh: -0.5

Results for NC(=O)CSc1nc2sc3c(c2c2ncnn12)CCCC3 ?
hiPSC survival: -0.4; PDI inh: 4.8; HIF-2a block: 15.9; Vif imaging: 23.8; aDG glyco act: 0.0; NR2E3 ag-1: 5.0; CaV13 FRET inh: -4.0; Peg3 promoter: -3.4; NR2E3 ag-2: 5.8; Exocytosis inh: -3.3; TRPM1 prom inh: 0.0

What do the screens show for `O=[N+]([O-])c1ccc(N2CCNCC2)cc1NCc1cccnc1`?
hiPSC survival: 5.7; PDI inh: -7.7; HIF-2a block: 22.5; Vif imaging: -0.2; aDG glyco act: -0.1; NR2E3 ag-1: -0.6; CaV13 FRET inh: -3.1; Peg3 promoter: -3.6; NR2E3 ag-2: -29.1; Exocytosis inh: 1.4; TRPM1 prom inh: -10.1

Results for CCn1c(CNC(=O)c2cccc(C)c2)nnc1SCC(=O)NC1=NCCS1 ?
hiPSC survival: -0.7; PDI inh: 6.0; HIF-2a block: 7.9; Vif imaging: -0.4; aDG glyco act: -0.1; NR2E3 ag-1: 2.3; CaV13 FRET inh: -3.5; Peg3 promoter: 6.9; NR2E3 ag-2: -34.9; Exocytosis inh: -5.7; TRPM1 prom inh: 12.4

Results for CC1CCN(S(=O)(=O)c2ccc(NC(=O)CN3CCN(C)CC3)cc2)CC1 ?
hiPSC survival: -0.5; PDI inh: -7.3; HIF-2a block: 12.7; Vif imaging: 3.4; aDG glyco act: 0.0; NR2E3 ag-1: -1.2; CaV13 FRET inh: -4.7; Peg3 promoter: 3.1; NR2E3 ag-2: -6.6; Exocytosis inh: -0.3; TRPM1 prom inh: 2.8

Results for CCN(c1ccccc1)S(=O)(=O)c1cccc(C(=O)NCC(c2ccco2)N2CCCCC2)c1 (stereo not given) ?
hiPSC survival: 1.5; PDI inh: -0.2; HIF-2a block: 4.3; Vif imaging: 9.3; aDG glyco act: -0.1; CaV13 FRET inh: -6.6; Peg3 promoter: 10.3; NR2E3 ag-2: -22.1; Exocytosis inh: -0.3; TRPM1 prom inh: 11.6

What do the screens show for `COc1ccc(Nc2ncc3c(n2)CC(c2ccccc2)CC3=O)cc1` (stereo not given)?
hiPSC survival: -2.1; PDI inh: 0.1; HIF-2a block: -2.2; Vif imaging: -6.9; aDG glyco act: -0.2; NR2E3 ag-1: 2.4; CaV13 FRET inh: -3.8; Peg3 promoter: -0.5; NR2E3 ag-2: -2.8; Exocytosis inh: -1.2; TRPM1 prom inh: -16.1

Results for CC(C)C[C@H](NC(=O)c1cc2cc(Cl)ccc2n1C)C(=O)N1CCC(C(=O)O)CC1 ?
hiPSC survival: 1.1; PDI inh: 9.4; HIF-2a block: 12.0; Vif imaging: -10.4; aDG glyco act: 0.1; CaV13 FRET inh: -4.0; Peg3 promoter: 3.7; NR2E3 ag-2: -4.7; Exocytosis inh: -8.2; TRPM1 prom inh: 3.9

Results for Cc1ccc(C)n1-c1ccc(N2CCOCC2)c([N+](=O)[O-])c1 ?
hiPSC survival: 0.2; PDI inh: 18.5; HIF-2a block: 7.7; Vif imaging: -2.1; aDG glyco act: -0.1; NR2E3 ag-1: -0.1; CaV13 FRET inh: 0.1; Peg3 promoter: 45.2; NR2E3 ag-2: 4.2; Exocytosis inh: -3.1; TRPM1 prom inh: 12.2

What do the screens show for `CCCCN1C(=O)C(CC(=O)NCCN2CCOCC2)CC(C(=O)N2CCOCC2)=C1C` (stereo not given)?
hiPSC survival: 3.2; PDI inh: -1.1; HIF-2a block: -6.0; Vif imaging: -1.7; aDG glyco act: 0.2; CaV13 FRET inh: -6.5; Peg3 promoter: -5.5; NR2E3 ag-2: -2.9; Exocytosis inh: -2.3

Results for CCN(CC)c1ccc(NC(=O)COc2ccccc2C)cc1S(=O)(=O)Nc1ccccc1OC ?
hiPSC survival: 0.1; PDI inh: 4.3; HIF-2a block: 12.3; Vif imaging: 5.1; aDG glyco act: 0.4; NR2E3 ag-1: -0.1; CaV13 FRET inh: -2.8; Peg3 promoter: -5.0; NR2E3 ag-2: -24.3; Exocytosis inh: 7.7; TRPM1 prom inh: -1.8

Results for Cc1cc(NC(=O)CSCC(=O)N2CCN(c3cccc(C(F)(F)F)c3)CC2)no1 ?
hiPSC survival: -0.5; PDI inh: 0.1; HIF-2a block: 5.4; Vif imaging: 4.5; aDG glyco act: -0.2; NR2E3 ag-1: 0.1; CaV13 FRET inh: -6.6; Peg3 promoter: -29.7; NR2E3 ag-2: 4.2; Exocytosis inh: 1.5; TRPM1 prom inh: -4.8

Results for Cc1ccc(-c2nn(-c3ccccc3)cc2/C=N/n2c(-c3ccncc3)n[nH]c2=S)cc1 ?
hiPSC survival: 0.2; PDI inh: -5.2; HIF-2a block: -5.1; Vif imaging: 6.4; aDG glyco act: -0.2; NR2E3 ag-1: -2.1; CaV13 FRET inh: -1.3; Peg3 promoter: -122.1; NR2E3 ag-2: -13.2; Exocytosis inh: 7.9; TRPM1 prom inh: -26.2

What do the screens show for `CSC(=NS(=O)(=O)c1ccc(N)cc1)NS(=O)(=O)c1cccs1`?
hiPSC survival: 0.7; PDI inh: -4.0; HIF-2a block: 8.2; Vif imaging: 8.1; aDG glyco act: 0.2; CaV13 FRET inh: -17.2; Peg3 promoter: 26.2; NR2E3 ag-2: -0.4; Exocytosis inh: -3.8; TRPM1 prom inh: -2.9

Results for COC(=O)c1nc2nc(-c3cccs3)cc(C(F)(F)F)n2n1 ?
hiPSC survival: 1.0; PDI inh: -1.6; HIF-2a block: 7.3; Vif imaging: 1.8; aDG glyco act: 0.0; NR2E3 ag-1: -1.2; CaV13 FRET inh: 4.0; Peg3 promoter: -5.0; NR2E3 ag-2: -13.4; Exocytosis inh: -0.5; TRPM1 prom inh: -7.6

What do the screens show for `CCN(CC)C(=O)C(=O)Nc1ccc(Oc2ccccc2)cc1`?
hiPSC survival: -0.2; PDI inh: -2.4; HIF-2a block: -94.3; Vif imaging: -3.9; aDG glyco act: -0.1; NR2E3 ag-1: 1.0; CaV13 FRET inh: -4.4; Peg3 promoter: -52.4; NR2E3 ag-2: -11.6; Exocytosis inh: 1.4; TRPM1 prom inh: -19.8

How did COc1ccc(CNC(=O)c2cc(S(=O)(=O)N3CCOCC3)cn2C)cc1 do in these assays?
hiPSC survival: 2.3; HIF-2a block: -0.2; Vif imaging: 2.3; aDG glyco act: 0.0; NR2E3 ag-1: 6.0; CaV13 FRET inh: -2.3; Peg3 promoter: 15.8; NR2E3 ag-2: -16.5; Exocytosis inh: -0.9

What do the screens show for `COc1cc(-c2nn3c(C4CCCCC4)nnc3s2)cc(OC)c1OC`?
hiPSC survival: 0.3; PDI inh: 0.4; HIF-2a block: 21.4; Vif imaging: 0.3; aDG glyco act: -0.3; NR2E3 ag-1: 2.3; Peg3 promoter: 23.4; NR2E3 ag-2: 11.9; Exocytosis inh: 3.6; TRPM1 prom inh: 4.0

How did CC(C)CCn1nnnc1C(c1ccc(N(C)C)cc1)N1CCN(C(=O)c2ccco2)CC1 (stereo not given) do in these assays?
hiPSC survival: -1.2; PDI inh: 12.0; HIF-2a block: 9.6; Vif imaging: 4.3; aDG glyco act: -0.1; NR2E3 ag-1: -1.1; CaV13 FRET inh: -4.2; Peg3 promoter: 9.4; NR2E3 ag-2: -22.4; Exocytosis inh: -1.2; TRPM1 prom inh: -1.2

Results for CC1CCN(CC(O)COc2ccc(-c3ccccc3)cc2)CC1 (stereo not given) ?
hiPSC survival: -0.3; PDI inh: 1.7; HIF-2a block: -41.7; Vif imaging: 4.3; aDG glyco act: 0.0; NR2E3 ag-1: -4.0; CaV13 FRET inh: -5.0; Peg3 promoter: -10.3; NR2E3 ag-2: 25.3; Exocytosis inh: 36.1; TRPM1 prom inh: 7.7

What do the screens show for `Cc1nn(C(=O)CCC(=O)NCc2ccc(OC(C)C)cc2)c2ccccc12`?
hiPSC survival: 0.0; PDI inh: -2.8; HIF-2a block: 10.0; Vif imaging: -4.2; aDG glyco act: 0.4; NR2E3 ag-1: 0.9; CaV13 FRET inh: -1.9; Peg3 promoter: -16.8; NR2E3 ag-2: 10.3; Exocytosis inh: 1.6; TRPM1 prom inh: 5.4

What do the screens show for `c1ccc(-c2csc(N3CCN(c4ccccn4)CC3)n2)cc1`?
hiPSC survival: -1.7; PDI inh: 0.5; HIF-2a block: -349.3; Vif imaging: -1.2; aDG glyco act: -0.2; NR2E3 ag-1: 4.3; CaV13 FRET inh: -5.0; Peg3 promoter: -243.0; NR2E3 ag-2: -115.8; Exocytosis inh: -0.8; TRPM1 prom inh: -49.0

What do the screens show for `CN(CC(=O)Nc1ccc(F)cc1)CC(=O)N1CCCC1`?
hiPSC survival: -0.6; PDI inh: -0.1; HIF-2a block: 11.1; Vif imaging: -14.6; aDG glyco act: 0.2; NR2E3 ag-1: -0.1; CaV13 FRET inh: -2.5; Peg3 promoter: 2.0; NR2E3 ag-2: -11.4; Exocytosis inh: -1.6; TRPM1 prom inh: -1.2

What do the screens show for `CC(C)(C)C1CCC(OC(=O)CN2CCOCC2)CC1` (stereo not given)?
hiPSC survival: 0.1; PDI inh: -2.0; HIF-2a block: -89.0; Vif imaging: 17.7; aDG glyco act: 0.1; NR2E3 ag-1: -2.4; Peg3 promoter: -55.6; NR2E3 ag-2: 6.7; Exocytosis inh: 3.9; TRPM1 prom inh: -18.3

2 records picked at random from those above:
What do the screens show for `Cc1nn(C(=O)CCC(=O)NCc2ccc(OC(C)C)cc2)c2ccccc12`?
hiPSC survival: 0.0; PDI inh: -2.8; HIF-2a block: 10.0; Vif imaging: -4.2; aDG glyco act: 0.4; NR2E3 ag-1: 0.9; CaV13 FRET inh: -1.9; Peg3 promoter: -16.8; NR2E3 ag-2: 10.3; Exocytosis inh: 1.6; TRPM1 prom inh: 5.4

Results for COC(=O)c1nc2nc(-c3cccs3)cc(C(F)(F)F)n2n1 ?
hiPSC survival: 1.0; PDI inh: -1.6; HIF-2a block: 7.3; Vif imaging: 1.8; aDG glyco act: 0.0; NR2E3 ag-1: -1.2; CaV13 FRET inh: 4.0; Peg3 promoter: -5.0; NR2E3 ag-2: -13.4; Exocytosis inh: -0.5; TRPM1 prom inh: -7.6
